Compound activity (PubChem BioAssay)
SIAH1 antagonists: blockers of Siah-1 interaction with plectin peptide – biochemical, fluorescence polarization, rhodamine-plectin, uHTS, primary screen (AID 1817) | Siah-1 / rhodamine-plectin peptide fluorescence polarization; higher % means a stronger effect | one-dose displacement, % at 20 µM; IC50 in µM for titrated hits | 0.02% of 290,000 active;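 active means displacement of at least 50% at 20 µM, with a fluorescence ratio check between 0.3 and a set limit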;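 further: plate controls were Siah plus tracer with DMSO for no effect and tracer alone without Siah for full effect; strong numbers were not always called active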
XIAP antagonists: XIAP antagonists, biochemical, IAP family, fluorescence polarization (AID 1018); XIAP BIR domain, fluorescence polarization peptide displacement; higher % means a stronger effect; one-dose displacement, % at 20 µM; IC50 in µM for titrated hits; 0.007% of 200,000 active; in the data active means displacement above about 50%; further: a part of the inactive calls stands beside numbers as strong as those of hits
MgcRacGAP inhibition: MgcRacGAP GTPase-activating activity inhibitors, confirmation, biochemical, ADP Hunter fluorescence. MgcRacGAP-stimulated Rac1 GTP hydrolysis, ADP Hunter fluorescence; higher % means a stronger effect; GST-tagged Rac1 F28L mutant substrate. one-dose inhibition, % at 30 µM; IC50 in µM for titrated hits. 0.6% of 340,000 active;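 active means first-screen hits whose inhibition reached a set limit at any dose in the follow-up dose series; inconclusive means inhibition above the set first-screen limit but never retested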;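 further: fluorescence reports GDP produced by GAP-driven GTP hydrolysis; strong numbers were not always called active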
LYP inhibition: inhibitors of LYP phosphatase, biochemical, fluorescence intensity, uHTS (AID 1779); recombinant LYP phosphatase, fluorescence intensity; higher % means a stronger effect; inhibition, % at 11.5 µM; hits with a dose series show IC50 in µM; 0.054% of 290,000 active; in the data active means inhibition above about 50%;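 further: plate controls were vehicle with enzyme for no effect and no enzyme for full effect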
HIV peptide binding: inhibitors of HIV fusion peptide binding, primary screen, biochemical, uHTS, fluorescence dequenching (AID 1986); cell-free peptide binding, fluorescence dequenching, 30 min; higher % means a stronger effect; inhibition, % at 20 µM; hits with a dose series show IC50 in µM; 0.3% of 290,000 active; in the data active means inhibition mostly above about 52%, no sharp cut-off; inactive means mostly below about 76%; further: some results filed as inactive read as strong as hits
RSV CPE inhibition: RSV antiviral activity via CPE protection, HEp-2 cells, primary 10 µM value included (AID 2391); HEp-2 cells, RSV-induced CPE inhibition; higher % means a stronger effect; one-dose CPE inhibition, % at 10 µM; IC50 in µM for titrated hits; 0.13% of 310,000 active; in the data active means a potency from the dose series; inconclusive means CPE inhibition mostly from about 23% at the one dose, without a potency; inactive means the rest, 99 in 100 with CPE inhibition below about 21%; further: strong numbers were not always called active
Dengue-2 NS5 capping: Dengue-2 NS5 methyltransferase inhibitors, primary screen, biochemical, confirmation dose response (AID 588689). Dengue-2 NS5 methyltransferase capping enzyme assay, biochemical; higher % means a stronger effect. inhibition, % at 25 µM; hits with a dose series show IC50 in µM. 0.3% of 340,000 active; in the data active means a potency from the dose series; inconclusive means inhibition above about 29% without an active follow-up result
SV40 large T antigen: TAg ATPase/helicase activity blockers – biochemical (AID 1903); SV40 large T antigen ATPase/helicase inhibition assay; higher % means a stronger effect; inhibition, % at 20 µM, or IC50 in µM where a hit was titrated; 0.39% of 310,000 active; in the data active means a potency from the dose series; inconclusive means inhibition mostly from about 32% at the one dose, without a potency; inactive means the rest, 99 in 100 with inhibition below about 32%; further: strong numbers were not always called active
AID2073: inhibitors of Mint1-CaV2.2 protein interaction, biochemical, HTRF (AID 2073); inhibition, % at 20 µM; hits with a dose series show IC50 in µM; 0.19% of 290,000 active; HTRF protein-protein interaction, Mint1-CaV2.2; higher % means a stronger effect; in the data active means inhibition mostly above about 51%, no sharp cut-off; inconclusive means no clear call, values can overlap the other calls; inactive means mostly below about 53%; further: some results filed as inactive read as strong as hits
Numbers without * were called inactive; ? = inconclusive; . = no result given.

The first 2 records as a preview:
Values in the order – SIAH1 antagonists	XIAP antagonists	MgcRacGAP inhibition	LYP inhibition	HIV peptide binding	RSV CPE inhibition	Dengue-2 NS5 capping	SV40 large T antigen	AID2073
[1] COc1ccc(OC)c(NC(=O)C2=C(C)Nc3ncnn3C2c2cccs2)c1 (stereo not drawn)
    -2.1%	-2.2%	8.3%	5.7%	2.1%	0.1%	-5.5%	16.8%	5.0%
[2] Cc1ccc(C)c2nc(Cl)c(C#N)cc12
    -4.3%	-5.1%	5.3%	-4.8%	-1.9%	1.3%	0.0%	29.9%	19.3%

The list itself (from the top)
Values in the order – SIAH1 antagonists	XIAP antagonists	MgcRacGAP inhibition	LYP inhibition	HIV peptide binding	RSV CPE inhibition	Dengue-2 NS5 capping	SV40 large T antigen	AID2073
[1] COc1ccc(OC)c(NC(=O)C2=C(C)Nc3ncnn3C2c2cccs2)c1 (stereo not drawn)
    -2.1%	-2.2%	8.3%	5.7%	2.1%	0.1%	-5.5%	16.8%	5.0%
[2] Cc1ccc(C)c2nc(Cl)c(C#N)cc12
    -4.3%	-5.1%	5.3%	-4.8%	-1.9%	1.3%	0.0%	29.9%	19.3%
[3] O=C(O)C1CN(C(=O)c2ccccc2)c2cc(Cl)ccc2O1 (stereo not drawn)
    1.2%	.	-7.7%	-5.1%	0.5%	2.3%	-2.6%	5.1%	-1.9%
[4] Cc1cccc(N=C2N=C(N)c3ccccc32)c1
    2.0%	0.5%	7.4%	-6.2%	0.2%	0.2%	7.1%	0.8%	3.4%
[5] CCOC(=O)c1cc2c(ccc3nc(C)c(C)c32)[nH]c1C
    -2.1%	.	6.2%	-7.3%	-0.9%	2.9%	3.3%	13.0%	27.9%
[6] CN(C)c1nc(OCCNC(=O)Nc2ccccc2)nc(N2CCOCC2)n1
    1.8%	-4.1%	10.0%	-10.0%	-2.3%	.	-4.0%	9.6%	0.1%
[7] CCOC(=O)COc1ccc2c(c1)c(C(C)=O)c(C)n2-c1ccc(OC)cc1
    -0.8%	.	.	-1.3%	-2.7%	0.6%	3.3%	13.9%	-5.5%
[8] COc1ccc(-n2c(=S)[nH]c3cc(C(=O)Nc4ccccc4OC)ccc3c2=O)cc1
    4.6%	-2.7%	.	-12.5%	1.0%	1.3%	.	-5.2%	-1.2%
[9] CCc1ccc(NC(=O)CSc2nc(N)c(NC(=O)c3ccc(F)c(F)c3)c(=O)[nH]2)cc1
    2.4%	.	6.0%	-10.0%	-0.9%	0.9%	-5.2%	?	25.0%
[10] Cc1ccccc1C(=O)Nc1ccnn1C1CCN(Cc2cnn(C(C)C)c2)CC1
    -5.9%	.	9.0%	-8.1%	-1.3%	-0.6%	3.2%	16.8%	6.6%
[11] O=S1(=O)C=C(SCCN2CCCCC2)c2ccccc21
    -0.6%	0.3%	13.6%	-6.2%	-1.8%	-1.6%	7.0%	8.2%	1.9%
[12] Cc1c(C(=O)NCCNc2ncc(C(F)(F)F)cc2Cl)cccc1[N+](=O)[O-]
    -1.3%	.	1.4%	-0.9%	0.4%	1.9%	-6.5%	6.3%	1.1%
[13] C=CCN(C(=O)COc1ccccc1)c1nnc(-c2ccncc2)s1
    0.7%	-1.5%	4.0%	-8.6%	0.5%	2.3%	-0.8%	5.8%	-3.9%
[14] COC(=O)C1=C(C(=O)OC)C(c2cc(Br)ccc2O)c2sc(=O)[nH]c2S1 (stereo not drawn)
    2.8%	-6.5%	19.4%	2.9%	7.5%	0.2%	81.6µM*	26.0%	0.3%
[15] CCOc1ccc(N(CC(=O)Nc2ccc(OC)cc2)S(=O)(=O)c2c(C)[nH]c(=O)[nH]c2=O)cc1
    -0.7%	-2.9%	4.8%	-7.3%	2.9%	0.1%	-2.3%	-2.4%	0.9%
[16] CN1/C(=C\C(=O)c2cccc([N+](=O)[O-])c2)Sc2ccccc21
    6.3%	.	10.8%	-9.6%	-1.3%	4.2%	0.8%	13.3%	-13.3%
[17] CN(C)S(=O)(=O)c1cccc(NC(=O)COC(=O)CCc2nc3ccccc3s2)c1
    -1.7%	0.1%	-0.2%	4.2%	0.2%	0.8%	1.4%	-5.2%	-1.0%
[18] COc1cc2c(cc1OC)C(C)N(S(=O)(=O)c1cccs1)CC2 (stereo not drawn)
    7.4%	.	4.1%	-5.7%	-0.4%	?	-5.2%	5.4%	12.4%
[19] COCCCn1c(C(=O)NCCC2=CCCCC2)cc2c(=O)n3ccccc3nc21
    3.7%	.	16.8%	-16.6%	2.9%	2.0%	-9.5%	3.4%	41.5%
[20] O=C(c1ccc(CS(=O)(=O)Cc2ccccc2)cc1)N1CCCCC1
    1.8%	.	9.4%	-5.0%	2.9%	-0.4%	-0.7%	5.9%	10.3%
[21] CCOC(=O)c1c(C)nc(C)c2c(=O)oc3ccccc3c12
    -3.0%	-5.7%	8.7%	-1.7%	-1.4%	7.7%	3.8%	1.8%	?
[22] CCOc1ccc(S(=O)(=O)N2CCC(C(=O)NCc3ccccn3)CC2)cc1Cl
    -2.6%	.	1.6%	-8.2%	0.4%	4.4%	-0.7%	-0.9%	-8.8%
[23] COc1cccc(Oc2cn[nH]c2-c2ccc(OCC(=O)NN)cc2O)c1
    2.0%	.	15.1%	-4.1%	-0.8%	0.6%	4.6%	21.9%	14.1%
[24] Cc1[nH]n(C)c(=O)c1N=Nc1ccc(S(C)(=O)=O)cc1
    5.8%	.	7.5%	-1.6%	-0.8%	-1.5%	-8.4%	20.2%	14.9%
[25] CN(C)c1ccc(/C=N/NC(=O)CCC(=O)NCc2ccccc2)cc1
    0.5%	-6.4%	7.2%	1.1%	0.3%	3.6%	-4.4%	11.2%	-1.7%
[26] COCC(=O)Nc1nnc(SCC(=O)NCc2cccs2)s1
    2.8%	-13.1%	5.4%	-6.9%	0.1%	0.8%	-3.2%	18.7%	-9.6%
[27] CSc1nccc(Oc2cccc(C#N)c2)n1
    5.1%	-4.3%	3.5%	-1.8%	2.8%	2.0%	.	5.8%	-6.1%
[28] CCOc1cc(-c2noc(N)c2C(=O)OC)cc(OCC)c1OCC
    0.0%	4.5%	4.3%	3.4%	0.5%	.	-3.4%	1.1%	-1.1%
[29] Cc1ccc(C(=O)Nc2cccc([N+](=O)[O-])c2)cc1S(=O)(=O)Nc1ccc(NC(=O)c2ccccc2)cc1
    -0.5%	0.1%	3.7%	3.5%	-1.5%	4.3%	-3.6%	6.8%	22.3%
[30] O=C(CCS(=O)(=O)Cc1cccc(Cl)c1)NCCc1ccccc1
    1.8%	.	7.7%	-6.3%	-0.9%	0.9%	-4.1%	-2.9%	3.4%
[31] Cc1ccc(CNc2c(C=O)c(=O)[nH]c3ccccc23)cc1
    -3.9%	.	5.7%	-5.8%	1.5%	0.0%	-15.1%	10.8%	1.3%
[32] COc1ccccc1/C=N/NC(=Nc1ccc(C)cc1)c1nc2ccccc2s1
    -3.1%	-2.7%	.	8.3%	-0.4%	6.8%	.	22.5%	0.9%
[33] OC(CN1CCN(c2ccccc2F)CC1)c1ccc(F)cc1 (stereo not drawn)
    -6.6%	.	5.7%	-2.3%	-1.9%	-0.3%	-3.3%	5.8%	9.3%
[34] COc1ccc(/C=C/C(=O)Nc2nonc2NC(C)=O)cc1
    7.1%	-2.6%	5.4%	-2.1%	2.6%	1.7%	-4.0%	-1.2%	-1.6%
[35] CNC(=O)Cn1nc(C)c2ccccc2c1=O
    1.3%	-1.5%	6.5%	-7.8%	-2.1%	-0.1%	-5.2%	1.9%	-3.8%
[36] CC(C)(C)c1ccc(N/N=C(\C#N)S(=O)(=O)C(C)(C)C)cc1
    -4.5%	-9.3%	2.7%	2.7%	6.2%	21.6%	-7.0%	17.2%	0.9%
[37] CCN(CC)CC#CC(C)OCOCC#CCOC (stereo not drawn)
    0.5%	-4.2%	6.9%	-6.1%	4.0%	-1.0%	-5.4%	2.9%	5.2%
[38] Cc1cccc(C)c1OCC(C)N (stereo not drawn)
    -3.9%	.	5.1%	0.1%	-1.4%	1.3%	-0.7%	12.9%	3.0%
[39] O=C(NCC1CCCO1)C1CCCCN1S(=O)(=O)c1ccc(F)cc1 (stereo not drawn)
    -0.4%	-3.1%	4.2%	-2.4%	3.0%	2.1%	2.5%	12.4%	-4.6%
[40] CC(=O)Nc1nc2ccccc2n1Cc1ccccc1
    3.9%	1.2%	5.7%	-6.5%	-2.2%	-1.3%	-9.7%	8.7%	-3.5%
[41] O=C(NCCCCNC(=O)c1ccc(Br)s1)c1ccc(Br)s1
    1.3%	-11.9%	0.0%	-2.5%	1.7%	-0.7%	-8.9%	4.8%	16.9%
[42] CCOc1ccccc1NC1=C(Cl)C(=O)N(Cc2ccccc2)C1=O
    0.1%	-0.1%	8.4%	3.6%	-1.0%	?	-2.4%	-0.2%	-3.3%
[43] CC(=O)c1ccc(NC(=O)c2sc3nc4n(c(=O)c3c2C)CCCCC4)cc1
    -2.4%	.	9.8%	-7.7%	1.3%	2.1%	-16.3%	6.1%	-4.8%
[44] CC(C)(C)NC(=O)CSc1nc(Cc2ccccc2)nc2ccccc12
    3.9%	.	3.6%	-7.6%	1.6%	17.5%	-8.5%	11.4%	11.1%
[45] Cn1c(=O)cc(SCC(=O)NCC2CCCO2)c2ccccc21 (stereo not drawn)
    -2.4%	-5.0%	8.4%	7.2%	-2.3%	3.4%	0.8%	13.8%	23.2%
[46] CCOc1ccccc1NC(=O)C1CCCN(S(=O)(=O)c2ccc(-n3cnnn3)cc2)C1 (stereo not drawn)
    -2.0%	.	4.6%	-3.8%	0.7%	0.5%	-1.7%	1.0%	0.2%
[47] O=C(Nc1ccc2oc(-c3ccccc3F)nc2c1)c1ccccc1F
    -3.9%	.	11.3%	-4.9%	-1.2%	12.3%	4.3%	8.3%	3.5%
[48] COc1ccc2nc3c(c(-c4ccccc4)c2c1)CCC3
    -3.9%	6.5%	11.3%	-8.4%	1.9%	-0.4%	-9.1%	2.8%	3.0%

An excerpt from above in order of their number in HIV peptide binding, descending.
Values in the order – SIAH1 antagonists	XIAP antagonists	MgcRacGAP inhibition	LYP inhibition	HIV peptide binding	RSV CPE inhibition	Dengue-2 NS5 capping	SV40 large T antigen	AID2073
[27] CSc1nccc(Oc2cccc(C#N)c2)n1
    5.1%	-4.3%	3.5%	-1.8%	2.8%	2.0%	.	5.8%	-6.1%
[11] O=S1(=O)C=C(SCCN2CCCCC2)c2ccccc21
    -0.6%	0.3%	13.6%	-6.2%	-1.8%	-1.6%	7.0%	8.2%	1.9%
[35] CNC(=O)Cn1nc(C)c2ccccc2c1=O
    1.3%	-1.5%	6.5%	-7.8%	-2.1%	-0.1%	-5.2%	1.9%	-3.8%
